# Bim-Bcl-2: human Bim-Bcl-2 interaction inhibition. actives 0.06% (n = 190,000). inhibition, % at 10 µM. P10415. Bead-based flow cytometry, Bim peptide-Bcl-2 binding; in the data active = inhibition above about 40%; inconclusive = no clear call, values can overlap the other calls;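 note: 0% = no compound wells with probe peptide and 100% = reference peptide inhibitor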
# Target sequence (P10415 whole entry, looked up): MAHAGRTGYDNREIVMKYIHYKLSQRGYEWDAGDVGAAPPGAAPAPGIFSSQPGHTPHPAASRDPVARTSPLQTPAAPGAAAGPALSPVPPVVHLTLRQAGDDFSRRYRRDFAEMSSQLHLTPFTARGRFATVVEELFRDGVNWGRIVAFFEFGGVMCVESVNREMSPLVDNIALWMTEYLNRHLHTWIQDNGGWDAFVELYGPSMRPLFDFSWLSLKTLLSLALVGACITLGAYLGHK
# Cdc42 wt: changes GTP binding to wildtype human Cdc42; GST-Cdc42 beads, Bodipy-GTP binding, flow cytometry; actives lie on both sides; percent activity (GTP binding), % at 10 µM; actives 0.2% (n = 190,000);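 active = percent activity GTP binding at least 20 points away from the 100% baseline, either down as inhibitor or up as activator; inconclusive = compound flagged as likely green fluorescent from well-wide comparison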;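 note: median bead fluorescence of bound Bodipy-FL-GTP at 100 nM; 0% = excess unlabeled GTP control and 100% = no compound control; below 100% means less GTP binding so inhibitor and above means activator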
# Rac1 wt GTP bind: modulators of human Rac1 wildtype GTP binding. actives 0.27% (n = 190,000). P63000. GTP binding activity (% of control), % at 10 µM. GST-Rac1 beads, fluorescent GTP binding, flow cytometry; actives lie on both sides; 0 = cold GTP competed, 100 = untreated. AID 757;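 active = GTP binding activity at least 20 points away from the 100% control level, either lower or higher; inconclusive = compound flagged as likely green fluorescent, judged across all proteins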
# Rab2A wt mod: changes GTP binding to wildtype dog Rab2A, up or down; GST-Rab2 wt beads, Bodipy-GTP binding, flow cytometry; actives 0.19% (n = 190,000); AID 760; GTP binding activity, % at 10 µM; P61105;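 active = GTP binding activity at least 20 points away from 100%, either lowered or raised; inconclusive = signal likely due to the compound's own green fluorescence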;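 note: 0% = beads with excess unlabeled GTP and 100% = no-compound control corrected for plate trend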
# Bim-Bfl-1: human Bim-Bfl-1 interaction inhibition. Bead-based flow cytometry, Bim-Bfl-1 binding inhibition. inhibition, % at 10 µM. actives 0.12% (n = 190,000). AID 1008;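 note: 0% = wells without compound plus tracer and 100% = blocker peptide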
# Bim-Bcl-W: human Bim-Bcl-W interaction inhibition; actives 0.02% (n = 190,000); AID 952; bead-based flow cytometry, Bim peptide-Bcl-W binding; inhibition, % at 10 µM; Q92843;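 note: 0% = bound tracer without compound and 100% = peptide blocker; higher means less fluorescent Bim peptide bound to Bcl-W beads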
# Rab7 wt modul: modulators of GTP binding to dog Rab7 wildtype GTPase. GST-Rab7 beads, fluorescent GTP binding, flow cytometry; actives lie on both sides; untreated = 100%, excess cold GTP = 0%. GTP binding activity (percent of control), % at 10 µM. actives 0.055% (n = 190,000);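 active = fluorescent GTP binding to Rab7 beads changed by at least 20 points from the 100% baseline, either direction, mostly lower; inconclusive = compound itself probably fluorescent, or too few beads counted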;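 note: median green fluorescence of bound Bodipy-FL-GTP per Rab7 bead population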
# Bim-Bcl-XL: human Bim-Bcl-XL interaction inhibition | AID 1007 | Bim peptide-Bcl-XL binding, bead flow cytometry, fluorescence | Q07817 | actives 0.04% (n = 190,000) | inhibition, % at 10 µM
# Target sequence (Q07817 whole entry, looked up): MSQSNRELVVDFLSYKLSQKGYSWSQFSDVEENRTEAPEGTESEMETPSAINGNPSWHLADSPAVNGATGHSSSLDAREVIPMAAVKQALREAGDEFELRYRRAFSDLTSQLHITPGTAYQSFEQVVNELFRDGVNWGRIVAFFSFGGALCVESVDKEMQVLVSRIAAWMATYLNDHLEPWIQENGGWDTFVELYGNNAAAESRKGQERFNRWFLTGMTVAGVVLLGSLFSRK
# Rac1 act GTP bind: human Rac1 activated mutant GTP binding change. P63000. GST-Rac1 activated beads, fluorescent GTP binding, flow cytometry; actives lie on both sides; 100% means binding = to untreated wells. percent activity (GTP binding), % at 10 µM. actives 0.11% (n = 190,000);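 active = GTP binding at least 20 percentage points away from the 100% baseline, in either direction, so actives lie on both sides; inconclusive = Compound likely fluorescent itself, or too few beads counted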
# HRas wt GTP: modulators of GTP binding to human HRas wildtype. P01112. GST-Ras wt beads, Bodipy-FL-GTP binding, flow cytometry; actives lie on both sides. GTP binding activity, % at 10 µM. actives 0.14% (n = 190,000). AID 759;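 active = GTP binding activity at least 20% away from the 100% baseline, either lowered as inhibitor or raised as activator; inconclusive = flagged as likely green fluorescent, judged across all proteins in the well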;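 note: 0% = unlabeled GTP competition control and 100% = no-compound control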
# Target sequence (P01112 whole entry, looked up): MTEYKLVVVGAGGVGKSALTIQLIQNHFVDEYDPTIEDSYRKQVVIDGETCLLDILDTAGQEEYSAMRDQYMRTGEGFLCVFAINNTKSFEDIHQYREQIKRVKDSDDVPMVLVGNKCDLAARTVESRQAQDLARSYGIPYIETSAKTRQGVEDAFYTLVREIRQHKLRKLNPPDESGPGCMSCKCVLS
# Bim-Bcl-B: inhibitors of Bim-Bcl-B interaction, human; Q9HD36; bead-based flow cytometry, Bim peptide-Bcl-B binding; inhibition, % at 10 µM; actives 0.073% (n = 190,000); AID 951;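 note: 0% = tracer peptide without compound and 100% = reference inhibitor peptide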
# Target sequence (Q9HD36 whole entry, looked up): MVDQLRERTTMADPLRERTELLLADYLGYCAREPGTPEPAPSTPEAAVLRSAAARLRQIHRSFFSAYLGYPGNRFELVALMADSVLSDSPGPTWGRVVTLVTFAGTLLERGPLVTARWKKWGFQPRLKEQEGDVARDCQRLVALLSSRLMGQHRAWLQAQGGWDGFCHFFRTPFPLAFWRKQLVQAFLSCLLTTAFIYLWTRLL
# * = called active by the depositor; ? = inconclusive. Cut-off read from the data, not from the text of the source, unless noted: active = inhibition above about 40%.
SMILES,Bim-Bcl-2,Cdc42 wt,Rac1 wt GTP bind,Rab2A wt mod,Bim-Bfl-1,Bim-Bcl-W,Rab7 wt modul,Bim-Bcl-XL,Rac1 act GTP bind,HRas wt GTP,Bim-Bcl-B
CCCn1c(SCc2cc(=O)oc3ccc4ccccc4c23)n[nH]c1=O,-5,93,91,94,5,-4,92,0,93,93,-4
O=C(NC1CCCc2ccccc21)c1cccc(S(=O)(=O)N2CCN(c3ccccc3)CC2)c1 (stereo not given),-4,104,108,106,-11,6,105,0,102,104,-3
N#CC1C(C#N)N2CCCN2C1c1ccc(Cl)cc1 (stereo not given),10,99,104,100,0,-3,101,-4,97,101,-3
CNS(=O)(=O)c1ccc(N=Cc2c(C)[nH]n(-c3ccc(C)cc3C)c2=O)cc1,-5,95,100,97,0,-3,102,0,95,98,-2
CC(C)Cn1c(SCC(=O)Nc2ncccn2)nc2ccccc21,-2,96,100,99,-4,-4,104,-2,99,100,-11
CCCCN1C(=O)c2ccc(C(=O)Nc3c(N)n(CCCC)c(=O)n(C)c3=O)cc2C1=O,-6,98,101,100,-12,2,102,-25,96,100,-4
COc1ccc(NC(=S)NCc2ccco2)c(OC)c1,-4,101,102,103,-3,-5,107,-5,100,102,-5
O=C(CCc1nc(-c2ccccc2F)no1)NC1CCCCCC1,-4,107,107,101,-15,-4,101,-5,102,100,-4
Cc1ccccc1Oc1ncccc1C(=O)/C(C#N)=C/N(C)C,-10,99,95,98,-9,-2,97,-2,96,99,-11
C/C(=N\NC(=S)NC1CCCCC1)c1c(F)cccc1F,-2,93,100,97,-3,-2,101,-1,97,96,-1
O=C(CCCN1C(=O)c2ccccc2C1=O)N1CCc2ccccc2C1,-7,102,105,101,-20,-7,100,-6,101,102,-12
COc1ccc(S(=O)(=O)Nc2ccccc2C)cc1C(=O)N1CCOCC1,-6,98,102,100,-6,-4,109,-3,96,99,-1
O=C(COc1ncnc2ccccc12)Nc1ccccc1[N+](=O)[O-],1,96,103,100,-5,1,97,-4,99,99,0
Cc1ccc(C(=O)CN(C(=O)c2ccc(Cl)cc2)N2C(=O)c3ccccc3C2=O)cc1,-2,97,97,95,-1,-5,103,0,97,98,-1
CCS(=O)(=O)NCCc1cc2c(OC)ccc(OC)c2[nH]c1=O,-4,104,104,100,-14,3,101,-3,101,103,-3
CC(=O)Nc1ccc(OS(=O)(=O)c2cc(Cl)ccc2C)cc1,-4,97,100,101,-2,-1,106,0,94,98,-4
Cc1nc(NC(=O)c2cccnc2)ccc1Br,-5,101,98,98,-11,0,100,-4,92,100,-5
O=C(CCCn1c(SCC(=O)c2ccc(O)c(O)c2)nc2ccccc2c1=O)NCC1CCCO1 (stereo not given),-3,102,103,99,-11,-1,99,0,100,100,-4
Cc1ccc2cc(CCNC(=O)c3c(-c4ccccc4Cl)noc3C)c(=O)[nH]c2c1,-2,99,100,99,-12,2,103,-2,97,101,-6
O=c1[nH]c(N/N=C\c2ccc(F)cc2)nc2ccccc12,-1,94,90,98,-4,2,100,2,95,98,1
Cc1nc2c(S(=O)(=O)c3ccccc3)cnn2c(C)c1C,0,96,99,95,-2,2,104,0,94,96,-1
CC(=O)c1ccc(-n2nncc2C)cc1,1,102,100,102,0,2,97,4,99,102,3
Cc1cccc(OCc2n[nH]c(=S)o2)c1C,-4,93,95,93,0,-3,96,-5,90,92,-17
CCOc1ccc(N2CC(C(=O)OCC(=O)NCc3ccccc3)CC2=O)cc1 (stereo not given),-13,101,103,101,-14,-1,104,-6,98,101,-5
CS(=O)(=O)c1ccccc1C(=O)N1CCN(Cc2ccccc2)CC1,-2,93,92,96,-3,-3,100,-3,93,95,-2

# Complete entries, looked up by structure. Order of screens: Bim-Bcl-2, Cdc42 wt, Rac1 wt GTP bind, Rab2A wt mod, Bim-Bfl-1, Bim-Bcl-W, Rab7 wt modul, Bim-Bcl-XL, Rac1 act GTP bind, HRas wt GTP, Bim-Bcl-B
# Entry for `CC(=O)c1ccc(-n2nncc2C)cc1` → 1, 102, 100, 102, 0, 2, 97, 4, 99, 102, 3
# Entry for `O=C(COc1ncnc2ccccc12)Nc1ccccc1[N+](=O)[O-]` → 1, 96, 103, 100, -5, 1, 97, -4, 99, 99, 0
# Entry for `CC(C)Cn1c(SCC(=O)Nc2ncccn2)nc2ccccc21` → -2, 96, 100, 99, -4, -4, 104, -2, 99, 100, -11
# Entry for `O=C(CCCN1C(=O)c2ccccc2C1=O)N1CCc2ccccc2C1` → -7, 102, 105, 101, -20, -7, 100, -6, 101, 102, -12
# Entry for `Cc1nc(NC(=O)c2cccnc2)ccc1Br` → -5, 101, 98, 98, -11, 0, 100, -4, 92, 100, -5

# (further entries)
SMILES,Bim-Bcl-2,Cdc42 wt,Rac1 wt GTP bind,Rab2A wt mod,Bim-Bfl-1,Bim-Bcl-W,Rab7 wt modul,Bim-Bcl-XL,Rac1 act GTP bind,HRas wt GTP,Bim-Bcl-B
COc1ccc2c(c1)c1ncn(CCCN3CCOCC3)c(=O)c1n2C,-7,99,103,101,-8,1,101,-4,100,100,-5
COc1cc(OC)cc(C(=O)OCn2nnc3ccccc3c2=O)c1,-7,97,99,100,-11,0,101,-5,97,98,-10
Cc1csc2nc(CCNS(=O)(=O)c3ccc4c(c3)OCCO4)cn12,-7,103,107,101,-9,-2,104,-9,99,102,-8
O=C(NCCn1ccc2ccccc21)c1ccc2c(c1)OCO2,-5,106,111,104,-7,0,106,-4,103,105,-6
CCOC(=O)C1=C(C)NC(C)=C(C(=O)OCC)C1C(=O)OCC(=O)c1ccc2c(c1)OCCO2,-1,101,104,98,-1,1,95,-3,99,101,0
COc1ccc(C(=O)C2CCCN(C(=O)c3cc4nc(C)cc(C)n4n3)C2)cc1F (stereo not given),-1,99,107,98,-4,-2,102,-2,98,99,-5
CN=C(Nc1ccccc1)SC1CC(=O)N(c2cccc(OC)c2)C1=O (stereo not given),2,94,100,98,-1,0,98,0,94,94,0
Cc1nn(-c2ccccc2)c(N)c1C1(O)C(=O)N(C)c2ccccc21 (stereo not given),0,101,107,99,2,-1,102,-4,100,100,0
Cn1c(=O)cc(OCC(=O)N2CCN(c3cccc(C(F)(F)F)c3)CC2)c2ccccc21,4,96,99,99,5,-5,97,-3,100,99,3
CCOc1ccc(C2C(C(=O)c3ccco3)=C(O)C(=O)N2Cc2cccnc2)cc1 (stereo not given),-6,100,99,97,-9,3,99,-2,93,98,-6
CN(C)/C=N/c1sc2c(c1C#N)CCCC2,-3,97,100,98,-7,-5,102,-5,97,98,-5
O=C(Cc1ccc(Cl)cc1)Nc1ccc(Br)cc1,-1,93,98,94,-6,-1,95,0,93,94,0
O=S(=O)(CCc1nc2ccccc2[nH]1)c1ccc(Cl)cc1,1,100,104,97,0,-1,93,0,99,99,0
O=C(CCSc1ccc(Cl)cc1)c1cccs1,-3,98,101,99,-4,-7,101,-7,99,100,-4
NC(=O)c1oc2ccccc2c1NC(=O)C1COc2ccccc2O1 (stereo not given),-2,97,95,97,-8,0,99,-2,96,95,-1
CC(=O)NC(CC(=O)NC12CC3CC(CC(C3)C1)C2)c1ccccc1 (stereo not given),1,99,101,100,2,0,101,0,99,101,0
O=[N+]([O-])c1nn(-c2ccc3c(c2)OCCO3)n(O)c1=NCc1ccc(F)cc1Cl,-1,96,99,97,-2,0,103,-1,97,98,-8
CCCCCCC(=O)c1c(C)[nH]c(C(=O)OCC)c1C,-6,95,100,99,-8,0,99,-3,98,98,-10
C=CCc1c(C)nc(SC)nc1Nc1ccc(C(C)=O)cc1,-7,100,102,100,-12,1,103,0,99,99,-7
Cc1ccc2nc(-c3ccc(NC(=O)CSc4nccc(=O)[nH]4)cc3)sc2c1,-1,92,94,91,4,-1,96,-1,94,95,0
CCCCC(CC(C)O)c1n[nH]c(=S)n1-c1ccccc1 (stereo not given),-6,104,101,102,-6,-10,97,-9,102,102,-9
COc1cccc(C(=O)Nc2cc(NC(=O)c3ccco3)ccc2OC)c1,-4,95,98,95,-7,1,97,-2,95,96,-3
CCNC(=O)/C(=C/c1cccc([N+](=O)[O-])c1)NC(=O)c1ccc(C)cc1,-3,94,97,98,-8,-2,102,-3,95,96,-5
CCOC(=O)CSc1nnc(CNc2nc(-c3ccccc3)cs2)n1C,0,94,92,90,1,0,97,0,91,94,-4
COc1ccc(CCNC(=O)C2CC(c3ccc([N+](=O)[O-])cc3)=NO2)cc1 (stereo not given),-3,100,101,97,-12,0,96,0,98,98,-7
COC(=O)c1ccccc1NC(=O)CC#N,1,104,105,99,1,-1,98,-3,102,101,1
c1ccc(CNc2nnnn2-c2ccccc2)cc1,-23,102,106,99,2,-2,97,-7,100,103,-4
O=C(N/N=C/C(Cl)=C/c1ccccc1)c1cnccn1,-3,101,105,98,-3,-8,94,-7,100,101,-7
CCn1ccc(-c2ccccc2)c(C#N)c1=O,1,94,95,98,-6,-3,102,-2,91,96,0
Cc1cc2nc3c(=O)[nH]c(=O)[nH]c3nc2c([N+](=O)[O-])c1N,18,?,?,?,14,18,?,19,?,?,32

# Seven compounds picked at random from the list so far:
SMILES,Bim-Bcl-2,Cdc42 wt,Rac1 wt GTP bind,Rab2A wt mod,Bim-Bfl-1,Bim-Bcl-W,Rab7 wt modul,Bim-Bcl-XL,Rac1 act GTP bind,HRas wt GTP,Bim-Bcl-B
O=[N+]([O-])c1nn(-c2ccc3c(c2)OCCO3)n(O)c1=NCc1ccc(F)cc1Cl,-1,96,99,97,-2,0,103,-1,97,98,-8
COC(=O)c1ccccc1NC(=O)CC#N,1,104,105,99,1,-1,98,-3,102,101,1
CN=C(Nc1ccccc1)SC1CC(=O)N(c2cccc(OC)c2)C1=O (stereo not given),2,94,100,98,-1,0,98,0,94,94,0
CCCCC(CC(C)O)c1n[nH]c(=S)n1-c1ccccc1 (stereo not given),-6,104,101,102,-6,-10,97,-9,102,102,-9
CCOC(=O)CSc1nnc(CNc2nc(-c3ccccc3)cs2)n1C,0,94,92,90,1,0,97,0,91,94,-4
CCn1ccc(-c2ccccc2)c(C#N)c1=O,1,94,95,98,-6,-3,102,-2,91,96,0
O=C(CCSc1ccc(Cl)cc1)c1cccs1,-3,98,101,99,-4,-7,101,-7,99,100,-4

# Bioassay records deposited in PubChem BioAssay by NMMLSC.
